Assay outcomes: PubChem BioAssay, National Center for Advancing Translational Sciences (NCATS)
ATXN viability: viability counter-screen for ATXN expression inhibitors. S2 cells (HEK-293 line with an ATXN2-luciferase reporter) viability, CellTiter-Fluor protease fluorescence, 24 h. Potency, µM (doses to about 56.7 µM), actives largely listed as cytotoxic. 400,000 tested, 0.49% active. AID 651635; also: potency is read from the fitted curve at half-maximal effect; nearly all actives have a fitted effect of over 40% in size
Nrf2 ARE act: activators of Nrf2 (ARE) signaling | AREc32 ARE-luciferase reporter (MCF7-derived line), luminescence, 24 h | 410,000 tested, 0.31% active | Potency, µM (doses to about 46.1 µM), for inactives: top-dose activation, hits mostly activators; also: potency is read from the fitted curve at half-maximal effect; % of control where 0% means no effect; nearly all actives have a fitted effect of over 65% in size
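ARE-driven firefly luciferase activity in AREc32 cells measured after a 24 hr compound exposure at 37 deg C, using Steady-Glo reagent and a 30 min room-temperature hold.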
Mm-Cpn inhibitor: blocks the Methanococcus maripaludis chaperonin Mm-Cpn | purified Mm-Cpn ATPase, ADP Transcreener TR-FRET | Potency, µM (titrated, usually from 76.9 µM), for the others: at the top dose activity, negative = inhibition, most hits filed as inhibitors | 330,000 tested, 0.031% active | AID 504842; also: potency is read from the fitted curve at half-maximal effect; % is scaled to controls: 0 for no effect and ±100 for the full control effect; nearly all actives have a fitted effect of over 80% in size
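25 nM Mm-CPN + cpd, 10 min 37°C; + 10 uM ATP, 30 min 37°C; buffer 30 mM Tris pH 7.4, 100 mM KCl, 5 mM MgCl2, 1 mM DTT; Transcreener ADP HTRF detection 30 min RT.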
HepG2 viability: HepG2 cytotoxicity, counter-screen for TGF-b inhibitors. 410,000 tested, 0.76% active. HepG2 CAGA-GFP viability, ATP luminescence, 18 h. Potency, µM (doses to about 46.1 µM), for inactives: at the highest dose activity change, negative = cytotoxicity, most hits filed as cytotoxic; also: potency is read from the fitted curve at half-maximal effect; some results filed as inactive show a strong effect at the top dose
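HepG2 CAGA-GFP cells (1000/well, DMEM with 1% FBS) received compound, then TGF-beta at 500 pg/mL final, and were incubated 18 hours at 37 degrees C. Viability was read by CellTiter-Glo luminescence. Media-only wells were set as complete cell-killing and DMSO as no toxicity.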
TGFb inhibitor: TGF-b pathway inhibition. Potency, µM (doses to about 46.1 µM), without a hit: at the highest dose activity, negative = inhibition, hits mostly inhibitors. 410,000 tested, 1.2% active. AID 588855. HepG2 CAGA-GFP TGF-b/SMAD3 reporter, GFP fluorescence, 18 h; TGF-beta stimulated, 500 pg/mL final; also: potency is read from the fitted curve at half-maximal effect; % is scaled to controls: 0 for no effect and ±100 for the full control effect; nearly all actives have a fitted effect of over 65% in size
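Using HEPG2 CAGA-GFP reporter cells at 1000 cells/well, we pinned test compounds, stimulated with recombinant TGF-beta (500 pg/mL final) and measured total well GFP after 18 h.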
Akt phos inh: blocks phosphorylation of Akt. Neuro2A IGF-stimulated pAkt S473 HTRF, 20 min; stronger effect = lower value. activity change, % for hits at 50 µM. 360,000 tested, 0.32% active. AID 651550; in the data active = activity change below about -80%; inconclusive = mostly about -51% to -80%; also: % is scaled to controls: 0 for no effect and ±100 for the full control effect
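Single-point screen (50 µM final compound) in Neuro2A cells stimulated 20 min with 6 nM IGF at 37 deg C. After lysis, Ser473-phosphorylated Akt read by HTRF (ex 330 nm, em 615/665 nm) as the 665/615 ratio.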
CCT chaperon mod: modulators of cytosolic chaperonin (CCT/TRiC) activity | AID 651819 | purified chaperonin ATPase assay, HTRF ADP detection, 30 min | 360,000 tested, 0.3% active | activity change, % (concentration not given with the values), hits read low; in the data active = activity change below about -30%; also: % is scaled to controls: 0 for no effect and ±100 for the full control effect
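First, chaperonin was dispensed at 40 nM or 20 nM final depending on batch activity. Next, compounds were pinned at 76 uM and ATP added at 10 uM. After 30 min at 37 °C, ADP detection reagents ran 30 min at ambient temperature.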
Nrf2 block: Nrf2 pathway inhibition. A549 ARE-Fluc reporter, luciferase luminescence, 18-24 h. 360,000 tested, 2.1% active. AID 504444. Potency, µM (highest dose often 46 µM), for inactives: at the top dose activity change, negative = inhibition, hits mostly inhibitors; also: potency is read from the fitted curve at half-maximal effect; % is scaled to controls: 0 for no effect and ±100 for the full control effect; nearly all actives have a fitted effect of over 60% in size
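Cells were seeded and rested 2 h, then exposed to compounds for 18-24 h. CellTiter-Fluor was read first as a viability measure. BugLite was added 15 min before the final luminescent read of ARE-luciferase activity in A549 cells.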
A549 viability: A549 cytotoxicity, counter-screen for Nrf2 inhibitors. A549 ARE-Fluc cells, CellTiter-Fluor viability, 18-24 h. 390,000 tested, 0.16% active. Potency, µM (top dose mostly 46 µM), for inactives: top-dose activity change, negative = cytotoxicity, most hits filed as inhibitors; also: potency is read from the fitted curve at half-maximal effect; % is scaled to controls: 0 for no effect and ±100 for the full control effect
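Cytotoxicity counterscreen: CellTiter-Fluor fluorescence was measured in A549 ARE_Fluc cells after 18-24 h of compound exposure in a concentration series. The subsequent BugLite luminescent read reports ARE-luciferase activity.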
* hit, by the source's call; i = inactive; ? = inconclusive; / = not tested or not shown. Unless noted, calls follow the shape of the dose curve; as a rule, active = well fitted curve in the direction sought with a large enough effect; inconclusive = small, poorly fitted or top-dose-only effect, or another doubt; inactive = no such curve, though single readings can be large; an effect the other way counts as inactive or inconclusive. An unsorted share of the library; any-hit rate near 4.4%.

SMILES	ATXN viability	Nrf2 ARE act	Mm-Cpn inhibitor	HepG2 viability	TGFb inhibitor	Akt phos inh	CCT chaperon mod	Nrf2 block	A549 viability
CN(c1ccccc1)S(=O)(=O)c1ccc(Cl)c(C(=O)Nc2ccc(-c3nc4ccccc4[nH]3)cc2)c1	i	3.1%	-15.4%	3.9%	-1.5%	i	-0.4	?	-10.2%
O=C(NCC1CCCO1)C1CCC(CNS(=O)(=O)c2ccccc2)CC1 (stereo unspecified)	i	-0.4%	-1.5%	13.3%	6.6%	i	1.5	?	4.7%
COc1ccc(-c2nc(=S)c3c(n2CCN2CCOCC2)CC(C)(C)OC3)cc1	i	0.2%	1.1%	-2.4%	?	i	-1.7	/	-7.9%
O=C(N/N=C/c1cn(-c2cccs2)nc1-c1ccccc1)c1ccccc1O	?	0.6%	-9.0%	-47.0%	11.2µM*	i	-3.1	?	?
CCC1=Nc2ccccc2NC2=C1C(=O)CCC2	i	12.7%	-1.7%	2.5%	5.0%	i	6.4	/	5.1%
CCOc1ccc(C(=O)c2ccccc2C(=O)O)cc1OCC	i	-0.1%	-2.8%	9.7%	18.1%	i	-0.6	-16.2%	-6.4%
CCOC(=O)c1ccc(NC(=O)CN2CCN(CCN=CC3=C(O)CC(C)(C)CC3=O)CC2)cc1	i	0.3%	-3.4%	-2.9%	-6.1%	i	-2.0	21.8%	1.5%
COc1cc2c(c(OC)c1OC)-c1ccc(OC)c(=O)cc1[C@@H](N(C)CC#CCO)CC2	?	-0.5%	-1.0%	-5.2%	-25.9%	i	-0.7	?	-23.5%
CCCC(=O)N1CCC1(C)C(=O)Nc1cc(C)ccc1C (stereo unspecified)	i	0.6%	/	-7.9%	-5.8%	i	-1.6	/	/
O=C(CSc1c[nH]c2ccccc12)NCc1ccc2c(c1)OCO2	i	-0.3%	0.4%	-34.5%	-14.0%	i	0.8	-20.0%	-7.0%
C=CCOn1c(=O)c(-c2ccc(F)cc2)[n+]([O-])c2ccccc21	i	3.0%	0.1%	1.8%	0.6%	i	-0.5	27.7%	7.1%
Cc1cc(C)cc(NC(=O)N2CCCN(c3ncccc3[N+](=O)[O-])CC2)c1	i	0.0%	-2.6%	-18.6%	-1.1%	i	1.0	-11.6%	-8.9%
CCN(CC)CCNC(=O)CCN1N=C(c2ccccc2)CCC1=O	i	0.4%	-0.9%	13.9%	13.8%	i	-3.0	2.2%	1.4%
O=C(Nc1ccccc1)c1ccccc1Oc1ccc(C(F)(F)F)cc1[N+](=O)[O-]	i	3.3%	1.0%	-46.9%	0.0%	i	-2.2	-2.8%	0.2%
O=C1c2ccccc2C(=O)c2c([N+](=O)[O-])ccc(O)c21	i	4.5%	-0.9%	0.6%	0.3%	i	-1.8	1.9%	-13.2%

Part of the list above in order of molar mass, high to low.
SMILES	ATXN viability	Nrf2 ARE act	Mm-Cpn inhibitor	HepG2 viability	TGFb inhibitor	Akt phos inh	CCT chaperon mod	Nrf2 block	A549 viability
CN(c1ccccc1)S(=O)(=O)c1ccc(Cl)c(C(=O)Nc2ccc(-c3nc4ccccc4[nH]3)cc2)c1	i	3.1%	-15.4%	3.9%	-1.5%	i	-0.4	?	-10.2%
O=C(N/N=C/c1cn(-c2cccs2)nc1-c1ccccc1)c1ccccc1O	?	0.6%	-9.0%	-47.0%	11.2µM*	i	-3.1	?	?
O=C(NCC1CCCO1)C1CCC(CNS(=O)(=O)c2ccccc2)CC1 (stereo unspecified)	i	-0.4%	-1.5%	13.3%	6.6%	i	1.5	?	4.7%
O=C(CSc1c[nH]c2ccccc12)NCc1ccc2c(c1)OCO2	i	-0.3%	0.4%	-34.5%	-14.0%	i	0.8	-20.0%	-7.0%
CCCC(=O)N1CCC1(C)C(=O)Nc1cc(C)ccc1C (stereo unspecified)	i	0.6%	/	-7.9%	-5.8%	i	-1.6	/	/

More structures follow:
SMILES	ATXN viability	Nrf2 ARE act	Mm-Cpn inhibitor	HepG2 viability	TGFb inhibitor	Akt phos inh	CCT chaperon mod	Nrf2 block	A549 viability
CCCS(=O)(=O)c1c(S(=O)(=O)CCC)c2cnccn2c1C(=O)c1ccc(F)cc1	i	-0.2%	-0.1%	-0.4%	2.7%	i	-1.7	-1.5%	-2.2%
Cc1cc(C(F)(F)F)cc(NNC(=O)NC(=O)c2ccccc2Cl)n1	i	?	1.7%	-25.9%	?	i	0.6	-0.8%	9.7%
Cc1ccc(CN(C)C(=O)c2ccc(NS(=O)(=O)c3ccc4[nH]c(=O)[nH]c4c3)cc2)cc1	i	-0.5%	-1.0%	4.5%	?	i	-0.7	1.8%	-1.9%
CC1CCN(S(=O)(=O)c2ccc3c(c2)CCN3C(=O)Nc2ccccc2Br)CC1	/	0.4%	/	2.4%	/	/	/	27.1%	0.9%
Cc1nc(N)nc(OCC(F)(F)C(F)F)c1Br	i	2.5%	0.5%	-19.1%	-2.7%	i	-4.1	-16.1%	7.0%
Cc1cc(O)c(C(C)C)cc1N=Cc1ccc([N+](=O)[O-])cc1	i	?	/	-12.4%	?	i	0.2	13.6%	1.8%
CNC(=S)NNC(=O)Cc1ccccc1	i	-0.5%	1.3%	-5.1%	23.7%	i	-1.9	-2.4%	-0.8%
CN1CCNC(=O)C1CC(=O)N1CC=C(c2ccc(F)cc2)CC1 (stereo unspecified)	i	-1.0%	0.7%	-3.5%	0.9%	i	1.1	-3.4%	10.7%
Cc1cc(C)n(CCNC(=O)C2CCC(=O)N(CC3CCCCC3)C2)n1 (stereo unspecified)	i	-0.7%	-2.4%	1.0%	15.9%	i	0.4	-12.1%	-2.3%
COc1ccc(Cl)cc1C(=O)NC(=S)Nc1nc(C)cc(C)n1	i	?	/	3.3%	11.8%	i	-1.7	0.6%	-1.2%
CN(C(=O)COC(=O)c1ccc(Cl)nc1)C1CCS(=O)(=O)C1 (stereo unspecified)	i	0.0%	0.8%	-46.9%	-3.0%	i	-3.0	7.7%	5.3%
Oc1c(C(c2ccccc2)N2CCOCC2)sc2nc(-c3ccco3)nn12 (stereo unspecified)	/	-0.8%	/	-15.2%	-5.3%	/	/	/	3.2%
Cc1nc2sc(C)c(C)c2c(=O)[nH]1	i	-0.3%	-7.3%	5.4%	-2.0%	i	-0.1	-16.5%	-2.7%
O=C(Nc1ccc2nc3n(c(=O)c2c1)CCCCC3)c1ccccc1[N+](=O)[O-]	i	3.0%	3.2%	-11.8%	9.0%	i	0.1	-4.5%	-11.3%
O=C(O)c1ccc(C2Nc3ccccc3C(=O)N2Cc2ccccc2)cc1 (stereo unspecified)	i	-0.4%	0.0%	14.7%	29.4%	i	-1.6	?	3.2%
COc1nccnc1NS(=O)(=O)c1ccc(NC(=S)NC(=O)c2ccc(F)c(F)c2)cc1	i	2.3%	0.5%	-0.9%	2.6%	i	-4.9	1.1%	-10.0%
CCOc1ccc(OC(=O)c2cn(-c3ccc(C)cc3)c(=O)c3ccccc23)cc1	/	9.4%	/	0.9%	0.6%	/	/	/	10.2%
COc1ccc(/C(C)=N\NS(=O)(=O)c2ccccc2)cc1OC	i	-0.4%	-0.7%	-13.8%	17.0%	i	1.3	-11.7%	-0.3%
O=C1OC(C(=O)Nc2cccc(Br)c2)Cc2ccccc21 (stereo unspecified)	i	3.5%	/	-14.8%	-19.1%	/	/	5.3%	-5.6%
Cc1cc2c(cc1S(=O)(=O)N(C)c1ccccc1)n(C)c(=O)n2C	i	7.1%	-4.4%	-0.4%	29.4%	i	-2.2	-11.0%	1.8%
O=C(CCCC(=O)N/N=C\c1ccccn1)N/N=C\c1ccccn1	i	1.2%	1.2%	6.5%	-14.6%	i	0.5	13.7%	7.3%
COCCN(C(=O)C1CC1)c1nnc(-c2ccc(C)cc2)s1	i	0.8%	-1.5%	-21.1%	?	i	-0.9	-19.8%	0.0%
CC(=O)c1ccccc1OCC(=O)Nc1cccc(S(=O)(=O)N2CCCC2)c1	?	4.6%	-2.2%	-16.2%	-8.4%	i	0.2	13µM*	0.0%
COc1ccc(Br)cc1C(=O)Nc1ccccc1N1CCCC1	i	0.1%	/	-23.4%	?	i	-3.3	-9.6%	25.3%
COc1ccc(C(=O)N2CCN(C)C(=O)[C@@H]2C)cc1OC1CCN(C(C)=O)CC1	i	0.5%	-1.5%	-14.4%	-5.3%	i	-0.4	0.7%	-5.2%
CCOc1ccc2nc(N3CCC(C(=O)Nc4nnc(CC)s4)CC3)sc2c1	i	-0.3%	-0.3%	-16.7%	-14.3%	i	1.8	?	10.5%
O=C(CCCc1ccccc1)Nc1cccnc1	?	0.0%	0.6%	11.0%	?	i	0.5	/	-5.3%
O=C1c2ccccc2-c2onc3ccc(NCCCn4ccnc4)c1c23	?	23.5%	-29.2%	-54.6%	?	i	0.6	?	?
Cc1cc(C(=O)COC(=O)c2cc(O)c3ccccc3c2O)c(C)n1CC1CCCO1 (stereo unspecified)	?	8.6%	0.7%	-29.8%	14.1µM*	i	-2.0	0.2%	-18.4%
COc1ccc(NC(=O)CCCC(=O)OCC(F)(F)C(F)F)cc1	i	-0.2%	0.2%	1.1%	4.1%	/	-3.3	-1.2%	0.5%
CC1Cc2ccccc2N1S(=O)(=O)c1nnc(NC(=O)c2ccccc2Br)s1 (stereo unspecified)	i	6.0%	/	-48.6%	?	/	/	30.2%	3.8%
Cc1cc(C)c(S(=O)(=O)c2ccc(Cl)cc2)c(=O)[nH]1	i	-0.8%	-3.6%	1.9%	5.3%	i	-2.0	9.4%	-3.0%
CC[C@]12c3[nH]c4cc(CCC(=O)N(C)C)ccc4c3CCN1C(=O)[C@@H](CC(=O)NCc1ccc(OC)c(OC)c1)C[C@@H]2C(=O)N1CCN(C(=O)C2CC2)CC1	i	2.9%	1.9%	5.0%	?	i	-0.4	?	3.2%
O=C1N=C(N2CCOCC2)S/C1=C\c1ccncc1	i	2.8%	2.5%	-5.0%	-12.4%	i	1.2	-11.7%	-16.5%
